Source: PubChem BioAssay (National Center for Advancing Translational Sciences (NCATS))
aSyn yeast inh: inhibitors of alpha-synuclein toxicity in yeast; Yeast expressing alpha-synuclein, growth rescue, BacTiter-Glo, 24 h; Potency, µM (top dose mostly 46.1 µM), inactives show at the top dose growth rescue (activation), usual class: activators; 370,000 compounds, 0.14% hits; AID 652106; note: % of control where 0% means no effect; nearly all actives have a fitted effect of over 65% in size
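Screening used galactose-induced yeast with toxic alpha-synuclein levels, exposed to compound for 24 hr at 30 deg C. Cell growth, read with BacTiter-Glo luminescence, gave the measured signal.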
EPAC1 antag: EPAC1 (human) antagonism; EPAC1 GEF assay, Rap1b-BODIPY-GDP exchange fluorescence; Potency, µM (doses to about 115 µM), for inactives: at the top dose activity change, negative = inhibition, most hits filed as inhibitors; O95398; 360,000 compounds, 0.14% hits;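 note: plate controls were vehicle for no effect and positive control for full effect; nearly all actives have a fitted effect of over 50% in size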
Target sequence (O95398 whole entry, looked up): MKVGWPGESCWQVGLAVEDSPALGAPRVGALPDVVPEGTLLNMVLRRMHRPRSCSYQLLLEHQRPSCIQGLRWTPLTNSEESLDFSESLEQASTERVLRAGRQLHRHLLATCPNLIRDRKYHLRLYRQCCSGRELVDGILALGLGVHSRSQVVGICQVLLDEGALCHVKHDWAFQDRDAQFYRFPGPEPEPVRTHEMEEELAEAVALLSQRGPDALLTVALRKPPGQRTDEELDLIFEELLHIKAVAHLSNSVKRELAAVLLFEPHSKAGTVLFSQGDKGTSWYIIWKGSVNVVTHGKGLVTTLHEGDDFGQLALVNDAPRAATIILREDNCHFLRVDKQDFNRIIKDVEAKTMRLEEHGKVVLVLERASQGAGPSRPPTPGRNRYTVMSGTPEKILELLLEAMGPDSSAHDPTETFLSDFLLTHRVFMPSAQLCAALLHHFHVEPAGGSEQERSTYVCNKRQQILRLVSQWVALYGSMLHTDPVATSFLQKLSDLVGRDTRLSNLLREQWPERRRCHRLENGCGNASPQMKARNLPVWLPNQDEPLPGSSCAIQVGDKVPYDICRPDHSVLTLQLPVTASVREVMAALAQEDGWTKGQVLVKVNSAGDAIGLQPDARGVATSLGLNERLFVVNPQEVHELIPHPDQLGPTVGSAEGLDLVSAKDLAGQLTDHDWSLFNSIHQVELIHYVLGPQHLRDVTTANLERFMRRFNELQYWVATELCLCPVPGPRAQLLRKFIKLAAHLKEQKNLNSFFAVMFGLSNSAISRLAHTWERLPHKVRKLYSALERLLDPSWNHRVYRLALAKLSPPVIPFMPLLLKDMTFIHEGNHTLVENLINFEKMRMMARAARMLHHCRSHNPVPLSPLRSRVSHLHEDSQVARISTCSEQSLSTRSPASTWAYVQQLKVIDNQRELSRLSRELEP
EPAC2 ag: agonists of human EPAC2 (RAPGEF4) | EPAC2 activation, biochemical qHTS; response scale: 100% = 6.5 mM cAMP response | 360,000 compounds, 0.079% hits | AID 720711 | Potency, µM (top dose mostly 154 µM), for inactives: top-dose activation, most hits filed as activators; note: nearly all actives have a fitted effect of over 50% in size
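Each well held 100 nM EPAC2, 250 nM RAP1B-BODIPY-GDP and 50 uM GDP. Fluorescence, read at 5-min intervals to 30 min, was referenced to a 6.5 mM cAMP positive control.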
TDP43 rescue: TDP-43 toxicity inhibition in yeast. TDP-43 expressing yeast growth rescue, BacTiter-Glo, 24 h. Potency, µM (titrated, usually from 46.1 µM), for inactives: at the highest dose growth rescue (activation), most hits filed as activators. AID 652104. 410,000 compounds, 1.8% hits; note: % of control where 0% means no effect; nearly all actives have a fitted effect of over 50% in size
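Galactose-induced TDP-43 yeast, OD600=0.02, compound pinned; 24 hr, 30 deg C; BacTiter-Glo luminescence for growth. Inhibitors of TDP-43 toxicity read as activators.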
EPAC2 antagonist: blocks human EPAC2 exchange factor; EPAC2 GEF exchange of Rap1B-BODIPY-GDP, fluorescence; AID 720708; Potency, µM (top dose mostly 114 µM), for the others: top-dose activity, negative = inhibition, most hits filed as inhibitors; 360,000 compounds, 0.18% hits; Q8WZA2; note: % is set by controls: 0 for no effect and ±100 for the full control effect; nearly all actives have a fitted effect of over 45% in size; many of its hits are not listed in these tables
PTHR1 ag: agonists of human PTHR1 parathyroid hormone receptor. Q03431. Potency, µM (doses to about 115 µM), for the others: top-dose activation, hits mostly activators. HEK293 GP2 PTHR1 cells, GloSensor cAMP luminescence, 1 h. AID 743266. 410,000 compounds, 0.075% hits; note: nearly all actives have a fitted effect of over 55% in size; some results filed as inactive show a strong effect at the top dose; inactives centre near -15; many of its hits are not listed in these tables
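HEK-293-derived GP2 cells expressing PTHR1 and a GloSensor cAMP reporter, 3,000/well, plated overnight, given luciferin plus IBMX (each 0.5 mM as added) for 1 h at 37 °C, then compound for 1 h at 37 °C. Luminescence was read after 15 min at room temperature.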
EPAC1 agonist: EPAC1 (human) agonism. O95398. EPAC1 agonist qHTS, biochemical assay; response scale: 100% = response to 6.5 mM cAMP. 360,000 compounds, 0.073% hits. Potency, µM (doses to about 154 µM), without a hit: top-dose activation, hits mostly activators; note: nearly all actives have a fitted effect of over 60% in size
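Nucleotide exchange assay: 100 nM EPAC1 with 250 nM Rap1B loaded with BODIPY-GDP and 50 uM GDP, room temperature. Fluorescence (480/540 nm) read every 5 min for 30 min; signal change normalized to 6.5 mM cAMP as full agonist.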
FUS yeast rescue: suppressors of FUS proteinopathy in yeast. S. cerevisiae FUS-expressing, growth rescue, OD600, 24 h. Potency, µM (series often up to 76.6 µM), inactives show at the top dose growth rescue (activation), most hits filed as activators. 390,000 compounds, 0.24% hits. AID 1347120;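 note: plate controls were DMSO vehicle for no effect and reference control for full effect; nearly all actives have a fitted effect of over 55% in size; some results filed as inactive show a strong effect at the top dose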
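Absorbance at 600 nm, taken 24hr after compound addition, measured rescue of FUS-yeast growth at 30C. Induction used 2% galactose with seeding at OD 0.005. Controls: CP55940 from 92uM final, DMSO only.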
An asterisk follows results filed as active; i = inactive; ? = inconclusive; · = no result given; [ ] = remark or other dose. Calls come from the whole dose curve; as a rule, active = well fitted curve in the direction sought with a large enough effect; inconclusive = small, poorly fitted or top-dose-only effect, or another doubt; inactive = no such curve, though single readings can be large; an effect the other way counts as inactive or inconclusive. Potency is the fitted concentration of half-maximal effect. Not all compounds are listed; rates above refer to the full screens.

SMILES | aSyn yeast inh | EPAC1 antag | EPAC2 ag | TDP43 rescue | EPAC2 antagonist | PTHR1 ag | EPAC1 agonist | FUS yeast rescue
Cc1cc(C)c2nc(NC(=O)c3ccc(S(=O)(=O)N4CCCC4)cc3)sc2c1 | 1% | · | · | 2% | · | -57%[inhibitor] | · | -6%
CCC(=O)N1N=C(c2ccc(Cl)cc2)CC1c1ccco1 (configuration not stated) | 18% | -8% | 14% | ? | ? | -11% | -5% | 17%
COc1ccc2c(c1)c(C(=O)O)c(C)n2-c1ccccc1 | 0% | -15% | 9% | 8% | -16% | -14% | 14% | 3%
COc1cccc(/C=N\NC(=O)c2ccc(C)nc2)c1 | -2% | 4% | 7% | 4% | 1% | -19% | 0% | 2%
COc1ccc(S(=O)(=O)NCCCCCC(=O)NCCCN2CCOCC2)cc1 | 0% | 20% | 5% | -22% | 14% | -8% | -3% | 3%
CC(C)(C)NC(=O)C(c1ccnc2ccccc12)n1c(=O)c(-c2ccco2)nc2ccccc21 (configuration not stated) | 3% | 5% | -6% | 0% | -4% | i | -10% | 24%
COc1ccc([C@H]2N[C@]3(CCCN(Cc4ccco4)C3=O)[C@H]3C(=O)N(C)C(=O)[C@@H]23)cc1 | -4% | -21% | -9% | 2% | 6% | -32%[inhibitor] | -15% | 25%
CCSC1=NCN(CCCC(=O)O)CN1 | 2% | 14% | 0% | 0% | 12% | i | -4% | 15%
CC(C)Oc1cccc(NC(=O)C2(C)CCCN2C(=O)C(C)C)c1 (configuration not stated) | ? | -18% | 0% | -4% | -12% | -17% | -20% | -25%
CC1CCCCC12NC(=S)N(c1ccccc1)N2 (configuration not stated) | -1% | -13% | 13% | 2% | 1% | -2% | 2% | 7%
CCOc1ccc(C(=O)NCC(=O)Nc2ncccc2C)cc1OCC | 2% | -7% | -3% | -8% | 13% | i | ? | 1%
CC(=O)N1N=C(c2ccco2)CC1c1ccco1 (configuration not stated) | 0% | 7% | 4% | 8% | 8% | i | 4% | -4%
COc1cc(C#Cc2c(-c3cncn3C)n(C)c3ccc(-c4ccc5cc[nH]c5c4)cc23)cc(OC)c1 | 0% | -16% | 10% | 20µM* | -7% | -30%[inhibitor] | 3% | ?
CCCOc1ccc(S(=O)(=O)n2cc(Br)c(=O)[nH]c2=O)cc1 | 1% | 0% | 0% | -10% | 12% | -35%[inhibitor] | 4% | -2%
CCOC(=O)c1c(C)[nH]c(C)c1C(=O)COC(=O)CCc1ccccc1 | -1% | -4% | 4% | 14% | -16% | -15% | -1% | 18%
O=S(=O)(c1ccc(F)cc1)c1nc(-c2ccco2)oc1Nc1ccccc1 | 5% | -21% | 8% | 6% | -3% | -26% | 17% | 20%
CCC(=O)c1ccc(OCCn2cncn2)cc1 | 3% | 0% | -4% | 18% | 7% | i | 6% | 9%
CC(C)(C)C(=O)NC(=S)Nc1cccc(C(=O)O)c1 | 5% | -4% | -5% | -11%[1.82 µM] | 2% | i | 5% | 3%
CCCCN(C)c1c(C)nc2ccc(C(=O)N(CC)CCN(C)C)cn12 | -6% | 7% | 1% | 27% | 19% | -8% | -9% | -15%
CC(C)(C)c1ccc(-n2ncc3c2CCCC3NC(=O)c2ccncc2)cc1 (configuration not stated) | 1% | 14% | -12% | -1% | -3% | -40%[inhibitor] | 6% | 1%
COc1ccc(-c2cc(C(=O)Nc3ccccc3F)on2)cc1 | 5% | 9% | 6% | 11% | 14% | -27% | -14% | -38%
COc1ccc2c(/C=N/Nc3ccc(C(=O)O)cc3)c[nH]c2c1 | 10% | 11% | 5% | 3% | 3% | i | 3% | ?
COc1cc(C(=S)N2CCOCC2)ccc1OC(=O)c1ccccc1C | -10% | -18% | 28% | ? | -6% | -42%[inhibitor] | 12% | 34%
C[C@H](CO)N1C[C@H](C)[C@@H](CN(C)C(=O)Nc2ccccc2)Oc2c(cccc2N(C)C)C1=O | -1% | 5% | 8% | 3% | -10% | -20% | -9% | -7%
O=C(NCc1cc(C(F)(F)F)ccc1Cl)c1cccc2c1C(=O)c1ccc(N3CCCCC3)cc1S2(=O)=O | 5% | -3% | 29% | 24% | 372%[activator] | -10% | 11% | -14%
CCCc1n(CC(O)COCC2CC=CCC2)c2ccccc2[n+]1C (configuration not stated) | -4% | 2% | 6% | -4% | 16% | -14% | -4% | 6%
COc1ccc(C(=O)N2CCc3cc(OC)c(OC)cc3C2c2ccc(OC)c(OC)c2)cc1OC (configuration not stated) | 14% | -4% | 5% | 13% | -9% | -25% | -7% | 18%
COc1cc(OC)cc(C(=O)N[C@H](C(=O)OCC(=O)c2ccc(C)c([N+](=O)[O-])c2)C(C)C)c1 | 5% | -8% | 5% | -14% | 7% | -24% | -6% | ·
C=CCC[C@@H](Cc1ccc(F)cc1)C(=O)OC[C@H](Cc1c[nH]c2ccccc12)NC(=O)[C@H](CC=C)CC(=O)NCCO | -6% | -18% | -9% | -12% | -18% | 18% | -12% | ?
CCOC(=O)Cc1csc(SCC(=O)N2CCN(c3ccccc3)CC2)n1 | -1% | 2% | 6% | 21% | 22% | 10% | 2% | 9%
CCOC(=O)Cc1csc(NC(=O)C(CC(C)C)NC(=O)C2CCCCC2)n1 (configuration not stated) | -1% | -30% | 2% | 1% | 19% | i | -2% | -9%
C=CCn1c(SCc2nc3scc(-c4ccccc4)c3c(=O)[nH]2)nnc1-c1ccccc1F | 2% | -8% | 11% | 5% | 1% | -39%[inhibitor] | 8% | ·
O=C(COC(=O)C1CCN(S(=O)(=O)c2ccc3c(c2)OCCO3)CC1)NC1CCCCC1 | 9% | -1% | 10% | 18% | 10% | i | -1% | 2%
CC(C)CC(N)c1csc(Nc2ccc(C(F)(F)F)cn2)n1 (configuration not stated) | -11% | -7% | 13% | 6% | 7% | 18% | -5% | 3%
COc1cc(Br)cc(Br)c1OCC(=O)N/N=C/c1c(C)n(C)n(-c2ccccc2)c1=O | -2% | 4% | 8% | 13% | 12% | -8% | -2% | 11%
CCC(CC)C(=O)Nc1cccc(C(=O)NCCc2ccccc2)c1 | 0% | -9% | 6% | 0% | 11% | -9% | 1% | -19%
CCCOc1ccc(/C=N/NC(=O)CSc2ccccn2)cc1OC | -6% | -1% | 2% | -21%[1.82 µM] | -10% | -1% | 2% | 23%
Cc1ccc(S(=O)(=O)N2CCNC(=O)CC2)cc1 | 2% | -1% | 6% | -5% | 9% | i | 1% | -18%
COc1ccc(OC)c(Nc2nc(-c3sc(NC(=O)C(C)(C)C)nc3C)cs2)c1 | -16% | -18% | 14% | 6% | -21% | ? | 2% | ?
O=C(NC1CCCCCCC1)c1cc(COc2ccc3ncccc3c2)on1 | 9% | 0% | 6% | 0% | -13% | -30% | -6% | 14%

An excerpt from above, reduced to EPAC1 antag, PTHR1 ag and EPAC1 agonist.
molecule | EPAC1 antag | PTHR1 ag | EPAC1 agonist
COc1cc(C(=S)N2CCOCC2)ccc1OC(=O)c1ccccc1C | -18% | -42%[inhibitor] | 12%
C[C@H](CO)N1C[C@H](C)[C@@H](CN(C)C(=O)Nc2ccccc2)Oc2c(cccc2N(C)C)C1=O | 5% | -20% | -9%
O=C(NCc1cc(C(F)(F)F)ccc1Cl)c1cccc2c1C(=O)c1ccc(N3CCCCC3)cc1S2(=O)=O | -3% | -10% | 11%
CCCc1n(CC(O)COCC2CC=CCC2)c2ccccc2[n+]1C (configuration not stated) | 2% | -14% | -4%

Continuation.
SMILES | aSyn yeast inh | EPAC1 antag | EPAC2 ag | TDP43 rescue | EPAC2 antagonist | PTHR1 ag | EPAC1 agonist | FUS yeast rescue
COc1ccc(C(CNC(=O)c2cccc(NS(=O)(=O)c3ccc(C)c(F)c3)c2)N2CCOCC2)cc1 (configuration not stated) | 7% | -2% | -10% | 3% | 10% | i | -21% | 10%
CN1C(=O)c2cccc(N(C)C)c2C1=O | 2% | 5% | 0% | -17% | 6% | i | -1% | 29%
N#CCSc1ccccc1NC(=O)CN1C(=O)C(=O)N(Cc2ccccc2)C1=O | 4% | -30% | 19% | ? | 0% | i | 4% | 6%
Cc1nc(C(=O)Nc2cccc(Cl)c2)nn1-c1cc(OC(C)C)c(Cl)cc1Cl | -11% | 0% | -3% | 5% | -5% | ? | 2% | 32µM*
COc1ccc(-c2ccc([C@H]3[C@@H]4C=CCC[C@@]4(C)C(=O)N3Cc3ccccc3)c(F)c2)cc1 | 6% | 6% | 4% | 7% | 3% | -2% | -1% | 34%
CC(=O)N1CCN(C(=O)c2cc3c(s2)CCC(C)C3)CC1 (configuration not stated) | -1% | 4% | 10% | 8% | 3% | i | -2% | 4%
Cc1ccccc1NC(=O)Nc1nc(C(N)Cc2ccccc2)cs1 (configuration not stated) | -18% | -21% | 14% | -10% | 4% | -10% | -1% | 9%
CC1CCCC(C)N1C(=O)c1cc(-c2cccs2)on1 (configuration not stated) | 2% | -14% | 14% | 10% | -1% | -23% | 8% | 14%
Cn1c(N)c(C(=O)CSc2nnc(C3CC3)n2Cc2ccccc2)c(=O)[nH]c1=O | 2% | 3% | 2% | 12% | 8% | -5% | -4% | -4%
CCCCN(C)C1=CC2=CC(=C(C#N)C#N)CCC2CC1 (configuration not stated) | 5% | · | 41% | 18% | 117%[activator] | -3% | ? | 12%
CN1CCN(NC(=O)CN2C(=O)S/C(=C\c3c(Cl)cccc3Cl)C2=O)CC1 | 1% | -1% | 10% | 0% | 3% | -18% | 4% | 5%
Cc1ccc(Cl)cc1S(=O)(=O)N1CCC(C(=O)NC2CCN(Cc3ccccc3)CC2)CC1 | 2% | 3% | -2% | -9% | -4% | i | 5% | 10%
CC(=O)c1cc2c(cc1NC(=O)CN(C)S(=O)(=O)c1cccs1)OCO2 | -5%[1.84 µM] | 19% | 2% | -8% | 4% | i | -4% | 20%
CCc1nnc(NC(=O)Cc2cccs2)s1 | 3% | ? | -8% | 21% | 23% | i | -1% | -3%
CC(=O)N1c2ccccc2NC2=C(C(=O)CCC2)C1c1ccco1 (configuration not stated) | -7% | -5% | -7% | 19% | 11% | i | 13% | 19%

Entries of single compounds from above.
CCSC1=NCN(CCCC(=O)O)CN1 is listed with aSyn yeast inh: 2%; EPAC1 antag: 14%; EPAC2 ag: 0%; TDP43 rescue: 0%; EPAC2 antagonist: 12%; PTHR1 ag: i; EPAC1 agonist: -4%; FUS yeast rescue: 15%
COc1ccc2c(c1)c(C(=O)O)c(C)n2-c1ccccc1 is listed with aSyn yeast inh: 0%; EPAC1 antag: -15%; EPAC2 ag: 9%; TDP43 rescue: 8%; EPAC2 antagonist: -16%; PTHR1 ag: -14%; EPAC1 agonist: 14%; FUS yeast rescue: 3%
